Screening data (PubChem BioAssay)
PfG6PD inh = PfG6PD (Plasmodium falciparum) enzyme inhibition; inhibition, % at 20 µM; 350,000 tested, 0.78% active; PfGluPho enzyme, NADPH resazurin-diaphorase fluorescence; AID 504690;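 active = inhibition reaching at least a set limit at 20 µM in the primary screen, cut at about 59% in these data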;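 also: 0% = DMSO wells with substrate and 100% = DMSO wells lacking glucose-6-phosphate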
HKDC1 inh = blocks human hexokinase HKDC1 activity. Q2TB90. recombinant HKDC1, G6PDH/diaphorase resazurin coupled fluorescence. inhibition, % at 20 µM. 340,000 tested, 0.16% active. AID 493160;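 active = inhibition above about 35% when tested at 20 µM, limit read from the data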;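 also: plate controls were DMSO wells with enzyme for no effect and DMSO wells lacking enzyme for full effect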
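test system = in-house recombinant HK5 (HKDC1) enzyme | amount = HKDC1 at 5 µg/mL | control set = DMSO-enzyme wells negative, buffer-substituted wells positive | compound = one dose of 20 µM, 1% DMSO | schedule = reaction time 90 min, room temperature, protected from light | technique = resorufin fluorescence at 613 nm | reagent = glucose with 1 mM ATP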
SENP1 inh = inhibitors of human SENP1 SUMO protease catalytic domain. Q9P0U3. recombinant SENP1 catalytic domain, CyPet-SUMO1-YPet FRET cleavage. inhibition, % at 10 µM. 360,000 tested, 0.21% active;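 active = inhibition at least 30% at 10 µM, raw YFP signal under a set limit, fluorescence ratio 0.5 to 1.5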;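 also: 0% = enzyme with DMSO and 100% = no enzyme wells; some results filed as inactive read as strong as hits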
Target sequence (Q9P0U3 419-644 limits assumed): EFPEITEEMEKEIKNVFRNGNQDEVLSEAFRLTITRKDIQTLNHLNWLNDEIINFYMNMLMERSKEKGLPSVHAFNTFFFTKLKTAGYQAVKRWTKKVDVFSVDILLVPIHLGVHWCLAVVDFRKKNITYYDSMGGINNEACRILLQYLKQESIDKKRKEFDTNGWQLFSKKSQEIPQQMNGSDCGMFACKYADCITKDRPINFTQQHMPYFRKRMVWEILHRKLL
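system = hSENP1 catalytic domain, recombinant | reagent = SFCypet-SUMO1-SFYpet substrate at 25 nM | doses = one dose per compound, 10 µM, 0.5% DMSO | incubation = enzyme reaction for 50 min at room temperature, dark | measured by = FRET, CFP and YFP emission | controls = no-enzyme low, enzyme-DMSO high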
SENP6 block = blocks the human protease SENP6 | Q9GZR1 | 330,000 tested, 1.8% active | inhibition, % at 10 µM | Recombinant SENP6 catalytic domain, aminoluciferin luminescence;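 active = inhibition above about 50% at the single tested dose, limit read from the data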;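 also: plate controls were DMSO wells with enzyme for no effect and DMSO wells lacking enzyme for full effect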
SENP8 block-1 = SENP8 protease inhibition | inhibition, % at 10 µM | 330,000 tested, 1.2% active | AID 2540 | Q96LD8 | purified SENP8, Z-RLRGG-aminoluciferin cleavage, luminescence; in the data active = inhibition above about 50%
Target sequence (Q96LD8 whole entry, looked up): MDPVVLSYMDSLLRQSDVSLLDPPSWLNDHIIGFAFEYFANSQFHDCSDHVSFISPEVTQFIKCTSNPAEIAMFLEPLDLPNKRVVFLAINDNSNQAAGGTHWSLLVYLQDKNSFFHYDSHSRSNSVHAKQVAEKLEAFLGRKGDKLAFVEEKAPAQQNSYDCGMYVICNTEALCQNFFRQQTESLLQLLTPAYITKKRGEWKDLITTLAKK
SENP7 block = blocks the human protease SENP7. Q9BQF6. recombinant SENP7, Z-RLRGG-aminoluciferin luminescence, 40 min. inhibition, % at 5 µM. 330,000 tested, 1.5% active. AID 434973;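 active = inhibition above about 50% at the single test dose, limit read from the data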;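 also: plate controls were DMSO with enzyme for no effect and no enzyme buffer wells for full effect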
Target sequence (Q9BQF6 706-1050 limits assumed): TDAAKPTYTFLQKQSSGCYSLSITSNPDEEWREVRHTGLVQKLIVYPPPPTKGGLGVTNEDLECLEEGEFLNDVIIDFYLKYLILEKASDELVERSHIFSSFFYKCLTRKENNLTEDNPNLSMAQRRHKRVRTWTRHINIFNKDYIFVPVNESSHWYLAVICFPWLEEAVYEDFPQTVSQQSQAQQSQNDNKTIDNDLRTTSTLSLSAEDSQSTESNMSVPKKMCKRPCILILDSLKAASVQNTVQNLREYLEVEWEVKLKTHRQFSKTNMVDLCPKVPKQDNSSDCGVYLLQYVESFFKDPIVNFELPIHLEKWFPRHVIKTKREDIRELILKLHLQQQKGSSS
SENP8 block-2 = blocks human SENP8 cleavage of Nedd8 substrate; Q96LD8; recombinant SENP8, Nedd8 substrate fluorescence; inhibition, % at 20 µM; 360,000 tested, 0.64% active; AID 602440; in the data active = inhibition mostly above about 40%, no sharp cut-off; inactive = mostly below about 27%
Apaf-1 inh = human Apaf-1 inhibition; AID 489030; reconstituted apoptosome caspase-3 activity, DEVD-Rh110 fluorescence; inhibition, % at 20 µM; O14727; 330,000 tested, 0.71% active; active = inhibition of at least 40% at 20 µM;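 also: plate controls were DMSO wells for no effect and DEVD-CHO caspase inhibitor wells for full effect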
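Material: cell-free apoptosome with Apaf-1, procaspase-3 and caspase-9; Buffer or medium: Hepes pH 7.5 with detergent and BSA; Reagent: cytochrome c trigger plus (Z-DEVD)2-Rh110 caspase-3 substrate; Times: compound with Apaf-1, dATP, procaspase-3 30 min, then 50 min reaction, room temperature; Technique: Rh110 fluorescence intensity.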
Numbers without * were called inactive; i = inactive; nt = not tested or not shown.

smiles	PfG6PD inh	HKDC1 inh	SENP1 inh	SENP6 block	SENP8 block-1	SENP7 block	SENP8 block-2	Apaf-1 inh
COC(C(=O)N1CCC(CCC(=O)Nc2ccccc2)CC1)c1ccccc1 (stereo unspecified)	7	-6	4	15	-8	-4	-1	-11
O=C(O)CC(NC(=S)NCc1ccccc1)C(=O)O (stereo unspecified)	-17	-11	0	7	1	4	18	-5
Cc1ccc(N(CC(=O)NCc2ccccc2)C(=O)CCC(=O)Nc2ccccn2)c(C)c1	12	-4	0	6	1	9	8	12
CC(=O)N1N=C(c2cccc([N+](=O)[O-])c2)OC1c1ccccc1Cl (stereo unspecified)	-8	8	-1	-12	-4	1	18	10
COc1cc(C=CC(=O)OCC=Cc2ccc3c(c2)OCO3)cc(OC)c1OC	-2	-4	-2	nt	nt	nt	-322	nt
COc1cc(C(=S)N2CCCC2)ccc1OCc1ccc(C)cc1	15	-4	0	-15	-11	-17	11	9
CCCCOc1ccc(CSC(=N)N)cc1Cl	9	0	0	-16	-1	-3	18	-1
COc1cc(SC)ccc1C(=O)OCC(=O)N1CCN(C(C)=O)CC1	5	-5	1	3	13	4	18	5
CC(=O)N[C@@H](C)c1nc2ccccc2n1CCNC(=O)[C@H]1CCCN1c1nc(CN2CCCCC2)cs1	nt	nt	nt	-6	3	3	nt	11
CC(=O)c1cccc(NC(=O)c2cc(-c3cccs3)on2)c1	-13	1	-1	-13	-9	-3	12	1
CCN(CC)S(=O)(=O)c1ccc2oc(Nc3ccccc3)nc2c1	14	-1	1	55*	32	31	15	6
Cc1cc(C)c(S(=O)(=O)N2CCN(S(=O)(=O)N3CCCCCC3)CC2)c(C)c1	-15	6	2	-10	0	3	13	16
COc1ccccc1Nc1ccc(N)cc1	12	-1	2	-8	3	5	6	22
Nn1c(C2CCC2)nc2ccccc2c1=O	-5	-3	1	13	1	-1	21	-1
O=C(NCCCCNC(=O)c1c(Cl)cccc1Cl)c1c(Cl)cccc1Cl	-3	-9	3	8	4	0	26	-7
COc1cc(Cl)ccc1OCc1cc(C(=O)N(C)Cc2nnc(C)o2)no1	-2	-2	0	-10	-5	1	6	-11
O=C(NNC(=O)C1CCCC1)c1ccccc1F	4	-4	1	-17	-7	-9	9	5
CCOC(=O)c1c(C)[nH]c(C(=O)C(C)Cl)c1C (stereo unspecified)	-11	-7	3	-16	-2	-8	8	0
CCOC(=O)c1c(NC(=O)Cn2c(=O)oc3ccccc32)oc(C)c1C(C)=O	-10	-5	4	-22	-5	2	21	-10
Cc1ccc(-n2c(C)nnc2SC(C)C(=O)N2CCCC2)cc1 (stereo unspecified)	2	-7	2	-21	-1	3	13	2
O=C(O)CSc1ccc2nnc(-c3cccnc3)n2n1	-6	-8	1	-5	-2	-2	-18	-7
O=[N+]([O-])c1ccccc1S(=O)(=O)N1CCN(C2CCCC2)CC1	-16	-2	3	8	-3	11	6	-7
CC(C)C(=O)Nc1cccc(C(=O)OCC(=O)c2ccc(Cl)cc2Cl)c1	8	-6	2	-53	-33	-3	19	10
CC1(C)CC(=O)N(Cc2ccccc2)C(=O)C1	-14	-1	0	-21	-5	-10	3	-8
CC(=O)Nc1ccc(NS(=O)(=O)c2cccc3nonc23)cc1	-14	-3	1	-10	-2	11	13	1

15 structures already listed, arranged by length of the SMILES, descending:
smiles	PfG6PD inh	HKDC1 inh	SENP1 inh	SENP6 block	SENP8 block-1	SENP7 block	SENP8 block-2	Apaf-1 inh
CC(=O)N[C@@H](C)c1nc2ccccc2n1CCNC(=O)[C@H]1CCCN1c1nc(CN2CCCCC2)cs1	nt	nt	nt	-6	3	3	nt	11
Cc1cc(C)c(S(=O)(=O)N2CCN(S(=O)(=O)N3CCCCCC3)CC2)c(C)c1	-15	6	2	-10	0	3	13	16
CCOC(=O)c1c(NC(=O)Cn2c(=O)oc3ccccc32)oc(C)c1C(C)=O	-10	-5	4	-22	-5	2	21	-10
CC(=O)N1N=C(c2cccc([N+](=O)[O-])c2)OC1c1ccccc1Cl (stereo unspecified)	-8	8	-1	-12	-4	1	18	10
O=[N+]([O-])c1ccccc1S(=O)(=O)N1CCN(C2CCCC2)CC1	-16	-2	3	8	-3	11	6	-7
COc1cc(Cl)ccc1OCc1cc(C(=O)N(C)Cc2nnc(C)o2)no1	-2	-2	0	-10	-5	1	6	-11
O=C(NCCCCNC(=O)c1c(Cl)cccc1Cl)c1c(Cl)cccc1Cl	-3	-9	3	8	4	0	26	-7
COc1cc(SC)ccc1C(=O)OCC(=O)N1CCN(C(C)=O)CC1	5	-5	1	3	13	4	18	5
CCN(CC)S(=O)(=O)c1ccc2oc(Nc3ccccc3)nc2c1	14	-1	1	55*	32	31	15	6
CC(=O)c1cccc(NC(=O)c2cc(-c3cccs3)on2)c1	-13	1	-1	-13	-9	-3	12	1
COc1cc(C(=S)N2CCCC2)ccc1OCc1ccc(C)cc1	15	-4	0	-15	-11	-17	11	9
O=C(O)CSc1ccc2nnc(-c3cccnc3)n2n1	-6	-8	1	-5	-2	-2	-18	-7
CC1(C)CC(=O)N(Cc2ccccc2)C(=O)C1	-14	-1	0	-21	-5	-10	3	-8
O=C(NNC(=O)C1CCCC1)c1ccccc1F	4	-4	1	-17	-7	-9	9	5
COc1ccccc1Nc1ccc(N)cc1	12	-1	2	-8	3	5	6	22

Following part
smiles	PfG6PD inh	HKDC1 inh	SENP1 inh	SENP6 block	SENP8 block-1	SENP7 block	SENP8 block-2	Apaf-1 inh
COc1cc(NC(=S)N2CCN(c3ccccn3)CC2)cc(OC)c1OC	10	4	0	-20	2	-1	10	10
COc1ccc(CC(=O)Oc2ccc(C)cc2C)cc1	21	-4	2	-9	5	4	15	7
Cc1cc(C)cc(NS(=O)(=O)c2c(C)[nH]c(=O)[nH]c2=O)c1	-6	-1	1	-8	5	4	24	4
Cc1cc(Br)c(NC(=O)CCl)c(Br)c1	3	-5	3	-1	7	-1	15	-1
COc1cc(CN2CCNC(=O)C2CC(=O)NC2CCCC2)cc(OC)c1 (stereo unspecified)	-6	-1	-12	3	-5	14	-46	9
Cc1ccc(C(=O)c2coc3ccc(O)c(CN4CCN(C)CC4)c23)cc1	-8	5	1	0	-3	-2	26	10
C(=N\N1CCN(c2ccccn2)CC1)/c1cccc2ccccc12	8	-1	4	-11	1	-9	11	-2
Cc1ccc(S(=O)(=O)c2nnn3c2nc(N2CCC(C(N)=O)CC2)c2ccccc23)cc1C	-25	-3	1	3	-1	5	-27	-1
COc1ccccc1NC(=O)NC1(C(=O)N2CCCCC2)CCCCC1	1	-6	1	-9	-2	-5	8	-3
Cc1ccc(Nc2nc(N)c([N+](=O)[O-])c(NCc3ccco3)n2)cc1	4	10	1	1	-7	-3	28	-443
Cc1cc(NC(=O)Nc2ccc(Cl)cc2)n(C(C)(C)C)n1	1	-2	1	1	0	3	6	1
CCCn1c(SCC(=O)Nc2ccc3c(c2)OCO3)n[nH]c1=O	7	-3	2	4	0	-3	2	-5
CCN1C(=O)[C@H]2[C@@H](c3ccc(-c4ccc(C(C)=O)cc4)cc3)N[C@@](C)(C(=O)OC)[C@H]2C1=O	-1	-3	7	2	6	2	21	6
O=c1cc(O)nc2n1CCCS2	-3	-2	2	13	1	14	18	2
CCCc1nc(NCC2CCCO2)c2nnn(Cc3ccccc3)c2n1 (stereo unspecified)	9	5	-2	4	-7	-8	20	10
Cc1cnc(C(=O)OCc2csc(CC(=O)Nc3ccccc3C)n2)cn1	-11	0	-12	-11	-13	-10	-12	4
CCCn1c(SCC(=O)Nc2ccc(NC(C)=O)cc2)nc2c1c(=O)n(C)c(=O)n2C	-6	-1	0	4	-8	-7	9	8
CCOc1ccc2nc(NC(=O)c3ccoc3C)sc2c1	1	-5	-6	96*	98*	100*	-158	13
CC1CCN(C(=O)CSc2nc3c(c(=O)n2C)SCC3)CC1	10	-7	0	-14	0	-3	0	9
O=[N+]([O-])c1cccc(/C=N/N=C\c2ccccc2)c1	-6	-4	1	48	10	25	5	-5
CC1=C(C)CC2C(=O)N(c3cccc4ccccc34)C(=O)C2C1 (stereo unspecified)	25	-4	0	-1	-1	17	7	-6
N#Cc1ccccc1OCC(=O)Nc1ccc(S(=O)(=O)N2CCOCC2)cc1	11	-6	2	-6	8	1	0	2
N#Cc1cnn(-c2ncnc3sc4c(c23)CCCC4)c1N	19	-3	-23	-22	-15	-3	-8	-1
COc1ccc(-n2c3c(cc(C(=O)NCC(=O)c4ccccc4)c2=O)C(=O)CC(C)(C)C3)cc1	1	-6	2	3	-2	-12	-220	26
COc1ccccc1CCN=C(N)NS(=O)(=O)c1ccc(C)cc1	0	-6	-1	2	0	-3	9	-1

smiles	PfG6PD inh	HKDC1 inh	SENP1 inh	SENP6 block	SENP8 block-1	SENP7 block	SENP8 block-2	Apaf-1 inh
O=C(NC1CCCC1)C1CCN(C(=O)c2ccc(-c3ccccc3)cc2)CC1	-1	-6	2	-8	-8	-1	13	-3
Cc1ccc(NC(=O)c2ccc3c(c2)C(=O)N(Cc2cccnc2)C3=O)c(C)c1	3	0	2	-10	-14	-6	1	10
N#CC1=C2C=Cc3ccccc3N2CCCC1=O	-7	-1	-68	52*	14	49	-18	0
O=C(COC(=O)c1ccccc1Br)NCC1CCCCC1	-5	-2	2	-2	-5	6	0	8
COc1cc(CC(=O)OCC(=O)Nc2cc([N+](=O)[O-])ccc2Cl)cc(OC)c1OC	-13	14	-1	-6	-1	8	40*	-5
Cc1ccc(Cn2cnc3ccccc32)cc1	-13	-1	4	-16	-4	-6	10	3
Cc1ccc(SCC(=O)Nc2ccc(S(=O)(=O)Nc3ncccn3)cc2)cc1	-15	7	-3	-2	-2	0	-4	1
O=S(=O)(Nc1ccc(O)c2ccccc12)c1ccc(Br)cc1	nt	nt	nt	62*	22	33	nt	57*
COc1ccccc1OCC(=O)NN1Cc2ccccc2C1=N	-3	4	2	-3	6	7	12	-4
Cc1ccc2c(c1)c1c3n2CCN(C(=O)Cn2c(-c4ccccc4)noc2=O)C3CCC1 (stereo unspecified)	14	2	7	-1	-6	0	-59	8
CC(C)Oc1cccc(C(=O)NC(=S)Nc2ccccc2)c1	8	7	-1	46	11	16	5	16
CCOC(=O)c1sc(NC(=O)c2ccc(C)o2)nc1C	-6	-4	-5	70*	64*	12	-99	-4
O=C(Nc1ccc2c(c1)OCCO2)c1cnn(-c2ccccc2)n1	25	-1	-1	22	0	11	-4	-4
Cc1ccc(C(=O)N/C(=C/C=C/c2ccccc2)C(=O)NCc2ccco2)cc1	-1	6	-3	-14	6	2	-15	14
COc1cc(C#Cc2c(-c3cncn3C)n(C)c3ccc(-c4ccc5[nH]ccc5c4)cc23)cc(OC)c1	5	-9	-1	0	0	5	i	-6
